From PubChem
EPAC2 ag: EPAC2 (human) agonism; EPAC2 activation, biochemical qHTS; response scale: 100% = 6.5 mM cAMP response; hit rate 0.079% among 360,000; Q8WZA2; Potency, µM (top dose mostly 154 µM), without a hit: top-dose activation, usual class: activators; note: potency is the fitted concentration of half-maximal effect; nearly all actives have a fitted effect of over 50% in size
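EPAC2 (100 nM) mixed with Rap1B loaded with BODIPY-GDP (250 nM) plus 50 uM unlabeled GDP; compounds pinned in, 5 min RT, then read every 5 min for 30 min (ex 480, em 540 nm). Normalized to cAMP control.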
CCT chaperon mod: cytosolic chaperonin activity modulation; AID 651819; hit rate 0.3% among 360,000; activity change, % (concentration not given with the values), hits read low; purified chaperonin ATPase assay, HTRF ADP detection, 30 min; in the data active = activity change below about -30%; note: % is set by controls: 0 for no effect and ±100 for the full control effect
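TRiC at 40 or 20 nM final (batch-dependent) in 30 mM Tris pH 7.4, 100 mM KCl, 5 mM MgCl2, 1 mM DTT, with compound at single 76 uM and 10 uM ATP, 30 min at 37 deg C. ADP detected by HTRF Transcreener, 665/615 ratio.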
MmCpn inh: blocks the Methanococcus maripaludis chaperonin Mm-Cpn. purified Mm-Cpn ATPase, ADP Transcreener TR-FRET. Potency, µM (top dose mostly 76.9 µM), inactives show at the top dose activity, negative = inhibition, most hits filed as inhibitors. hit rate 0.031% among 330,000; note: potency is the fitted concentration of half-maximal effect; % is set by controls: 0 for no effect and ±100 for the full control effect; nearly all actives have a fitted effect of over 80% in size
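ATPase turnover read by TR-FRET ADP competition (Eu cryptate antibody/ADP-d2, 665/590 nm): 10uM ATP final, 25nM Mm-CPN final, 30 min 37degC after 10-min compound preincubation, pH 7.4 Tris/KCl/MgCl2/DTT buffer.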
DRD3 agonist: activates the human D3 dopamine receptor. max activation, %. hit rate 0.58% among 410,000. P35462. D3R DiscoveRx beta-arrestin cells, luminescence, 90 min. AID 652048; in the data active = max activation above about 30%; note: 0% is about no effect; mostly tested at two doses, the higher about 12 µM
Target sequence (P35462 whole entry, looked up): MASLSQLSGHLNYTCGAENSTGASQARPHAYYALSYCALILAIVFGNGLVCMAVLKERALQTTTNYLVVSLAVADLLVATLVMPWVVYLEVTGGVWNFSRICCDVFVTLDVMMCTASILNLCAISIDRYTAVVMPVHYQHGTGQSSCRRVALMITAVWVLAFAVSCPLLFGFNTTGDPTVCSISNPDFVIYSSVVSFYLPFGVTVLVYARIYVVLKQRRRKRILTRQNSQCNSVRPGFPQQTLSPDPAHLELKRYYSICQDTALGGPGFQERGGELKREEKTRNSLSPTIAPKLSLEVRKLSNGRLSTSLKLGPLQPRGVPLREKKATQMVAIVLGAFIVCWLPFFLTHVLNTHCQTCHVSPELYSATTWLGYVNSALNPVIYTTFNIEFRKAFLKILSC
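Agonist-mode cell screen: cells plated at 1500/well and incubated overnight at 37 °C, then exposed to library compounds for 90 min at 37 °C. Detection reagent was added for 30–60 min at room temperature, and luminescence was read.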
Akt phos inh: blocks phosphorylation of Akt; Neuro2A IGF-stimulated pAkt S473 HTRF, 20 min; hits give low values; activity change, % for hits at 50 µM; hit rate 0.32% among 360,000; in the data active = activity change below about -80%; inconclusive = mostly about -51% to -80%; note: % is set by controls: 0 for no effect and ±100 for the full control effect
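Single-point screen (50 µM final compound) in Neuro2A cells stimulated 20 min with 6 nM IGF at 37 deg C. After lysis, Ser473-phosphorylated Akt read by HTRF (ex 330 nm, em 615/665 nm) as the 665/615 ratio.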
D3 antag: antagonists of human D3 dopamine receptor | hit rate 2.5% among 360,000 | D3R cells, DiscoveRx beta-arrestin luminescence, antagonist mode; hits give low values | max response, negative = inhibition, %; in the data active = max response below about -50%; inconclusive = no clear call, values can overlap the other calls; note: % is set by controls: 0 for no effect and ±100 for the full control effect; mostly tested at two doses, the higher about 12 µM
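Cells plated overnight at 1500 cells/well, then exposed to library compounds with dopamine controls for 90 minutes at 37 degrees C. DiscoveRx reagent added for 30–60 minutes at room temperature; luminescence read, quantitative HTS format.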
EPAC2 antagonist: EPAC2 (human) antagonism | Q8WZA2 | EPAC2 GEF exchange of Rap1B-BODIPY-GDP, fluorescence | Potency, µM (top dose mostly 114 µM), without a hit: top-dose activity, negative = inhibition, actives largely listed as inhibitors | hit rate 0.18% among 360,000 | AID 720708; note: potency is the fitted concentration of half-maximal effect; % is set by controls: 0 for no effect and ±100 for the full control effect; nearly all actives have a fitted effect of over 45% in size; many of its hits are not listed in these tables
PTHR1 ag: agonists of human PTHR1 parathyroid hormone receptor | hit rate 0.075% among 410,000 | HEK293 GP2 PTHR1 cells, GloSensor cAMP luminescence, 1 h | Q03431 | AID 743266 | Potency, µM (highest dose often 115 µM), without a hit: at the top dose activation, actives largely listed as activators; note: potency is the fitted concentration of half-maximal effect; nearly all actives have a fitted effect of over 55% in size; some results filed as inactive show a strong effect at the top dose; inactives centre near -15; many of its hits are not listed in these tables
Target sequence (Q03431 whole entry, looked up): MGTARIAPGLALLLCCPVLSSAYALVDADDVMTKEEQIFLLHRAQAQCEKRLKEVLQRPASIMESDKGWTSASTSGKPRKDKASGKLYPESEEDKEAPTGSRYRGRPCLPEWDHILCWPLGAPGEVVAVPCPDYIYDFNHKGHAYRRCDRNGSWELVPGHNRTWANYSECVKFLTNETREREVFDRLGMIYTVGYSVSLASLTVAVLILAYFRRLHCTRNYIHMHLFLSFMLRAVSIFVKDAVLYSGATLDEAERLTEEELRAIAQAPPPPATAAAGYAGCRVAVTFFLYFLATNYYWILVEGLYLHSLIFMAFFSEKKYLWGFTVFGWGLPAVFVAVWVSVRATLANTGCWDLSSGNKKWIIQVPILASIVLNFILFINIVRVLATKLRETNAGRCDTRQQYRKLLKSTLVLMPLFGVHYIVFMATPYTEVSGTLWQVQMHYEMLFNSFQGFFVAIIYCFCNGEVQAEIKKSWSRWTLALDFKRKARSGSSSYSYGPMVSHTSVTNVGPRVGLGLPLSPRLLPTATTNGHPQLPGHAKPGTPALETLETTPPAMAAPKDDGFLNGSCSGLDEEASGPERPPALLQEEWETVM
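HEK-293-derived GP2 cells expressing PTHR1 and a GloSensor cAMP reporter, 3,000/well, plated overnight, given luciferin plus IBMX (each 0.5 mM as added) for 1 h at 37 °C, then compound for 1 h at 37 °C. Luminescence was read after 15 min at room temperature.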
* = called active by the depositor; i = inactive; ? = inconclusive; . = no result given; & = joins results of further samples; [ ] = another dose, or the depositor's remark. Unless noted, calls come from the whole dose curve; as a rule, active = well fitted curve in the direction sought with a large enough effect; inconclusive = small, poorly fitted or top-dose-only effect, or another doubt; inactive = no such curve, though single readings can be large; an effect the other way counts as inactive or inconclusive.

SMILES | EPAC2 ag | CCT chaperon mod | MmCpn inh | DRD3 agonist | Akt phos inh | D3 antag | EPAC2 antagonist | PTHR1 ag
O=C(c1cnn2c(C(F)F)cc(-c3ccccc3)nc12)N1CCCc2ccccc21 | 19% | 2.4 | ? | -12 | i | 6 | -4% | i
O=C(COC(=O)C1=COCCO1)NCc1ccc(F)cc1 | 10% | -0.4 | 1% | -4 | i | 2 | 5% | -4%
CC(/C=C/c1ccccc1F)=N\NC(=O)c1ccccc1 | 4% | 0.0 | 2% | -4 | i | 5 | 6% | -4%
Cc1ccc(CN2CCN(/N=C/c3cc(Br)ccc3O)CC2)cc1 | 5% | -0.9 | 0% | -37 | i | -87* | 2% | -14%
Cn1nc(C2CC2)cc1NC(=O)C1(C)CCN1C(=O)CCc1ccccc1 (configuration not stated) | 2% | 1.4 | . | 9 | i | 15 | 2% | -19%
COC(=O)[C@]1(Cc2ccccc2)N[C@H](CN(C)C(=O)Nc2ccc(C(F)(F)F)cc2)[C@@H]2C(=O)N(Cc3ccccc3)C(=O)[C@@H]21 | 6% | -1.5 | 0% | 8 | i | 1 | -8% | 30%
CN(C(=O)COC(=O)CNC(=O)c1sc2ccccc2c1Cl)C1CCS(=O)(=O)C1 (configuration not stated) | 0% | 0.4 | -8% | 1 | i | 23 | -1% | -25%
O=C1C=C(c2cccc(Cl)c2)C[C@@H](c2ccc(F)cc2)C1 | -2% | -1.8 | 1% | -1 | i | ? | -10% | -76%[inhibitor]
Cc1ccc(C(=O)NCC2CCCN2S(=O)(=O)c2cccs2)cc1C (configuration not stated) | 2% | -0.3 | -4% | -1 | i | -5 | -5% | -22%
O=C(O)c1ccc([N+](=O)[O-])c2c1C(=O)c1ccccc1C2=O | 16% | 0.1 | . | 2 | i | -11 | 8% | -6%
O=c1cc(CN2CCCCCCC2)c2c(ccc3ccccc32)o1 | 8% | 0.0 | . | 6 | i | 6 | 11% | -17%
Cc1cc(C)nc(SC(C)CNS(=O)(=O)c2ccccc2)n1 (configuration not stated) | 7% | -7.6 | -2% | 5 | i | 1 | 1% | -4%
CN(C)CC[n+]1ccc(C(=O)c2ccccc2)cc1 | 5% | -1.4 | 2% | 1 | i | 7 | 9% | -24%
COc1ccc(Cn2c(=S)[nH]c3cc(C(=O)N4CCN(c5ccccc5)CC4)ccc3c2=O)cc1 | 4% | -1.5 | 0% | 9 | i | 2 | 4% | -19%
CCCSc1nc2c(c(=O)n1-c1ccc(OCC)cc1)SCC2 | 3% | -3.1 | 3% | 0 | i | -11 | -9% | -6%[57.5 µM]

Whole records from above:
Cc1ccc(CN2CCN(/N=C/c3cc(Br)ccc3O)CC2)cc1 is entered as EPAC2 ag = 5%; CCT chaperon mod = -0.9; MmCpn inh = 0%; DRD3 agonist = -37; Akt phos inh = i; D3 antag = -87*; EPAC2 antagonist = 2%; PTHR1 ag = -14%
O=c1cc(CN2CCCCCCC2)c2c(ccc3ccccc32)o1 is entered as EPAC2 ag = 8%; CCT chaperon mod = 0.0; MmCpn inh = .; DRD3 agonist = 6; Akt phos inh = i; D3 antag = 6; EPAC2 antagonist = 11%; PTHR1 ag = -17%

(cont.)
SMILES | EPAC2 ag | CCT chaperon mod | MmCpn inh | DRD3 agonist | Akt phos inh | D3 antag | EPAC2 antagonist | PTHR1 ag
CCCCN(C(=O)CSCC(=O)Nc1ccc(C)cc1)c1c(N)n(CCCC)c(=O)[nH]c1=O | -2% | 3.0 | -1% | 0 | i | 10 | 5% | i
Cc1ccc(Cn2cc(CN3CC(N4CCN(Cc5ccccc5F)CC4)CS3(=O)=O)nn2)cc1 (configuration not stated) | 1% | 0.3 | . | 1 | i | 6 | -4% | i
O=C(NNC(=O)c1ccccc1F)c1cccc(Cl)c1 | 4% | -4.6 | 0% | -9 | i | -20 | -1% | -6%[57.5 µM]
O=C(CSCc1ccccc1)Nc1ccc(F)cc1F | 0% | -0.7 | -6% | -4 | i | 3 | -2% | -3%
CC(Sc1ncc(C(F)(F)F)cc1Cl)C(=O)NCC1CCCO1 (configuration not stated) | 5% | -3.1 | 1% | -5 | i | -17 | -12% | -24%
Cc1[nH]c2ccc(-c3nnc(SCC(=O)c4ccccc4F)o3)cc2c1C | -1% | -1.9 | -2% | 6 | i | 31 | 0% | -12%
CCOC(=O)N1CCN(C(=O)c2oc(=O)c3ccccc3c2-c2ccc(C)cc2)CC1 | 15% | -6.5 | 1% | -2 | i | -1 | 1% | -14%
CCSc1nnc(N2C(=O)CC(c3ccsc3)C3=C2CC(C)(C)CC3=O)s1 (configuration not stated) | 9% | -2.2 | -1% | -2 | i | -11 | -14% | -11%
CC1C(=O)N(Cc2cn(CCC3OCCO3)nn2)CCS(=O)(=O)N1Cc1ccc(-c2ccc(Cl)c(Cl)c2)cc1 (configuration not stated) | 6% | 0.5 | . | 2 | i | 17 | 3% | -46%
O=C(c1ccccc1)c1c(O)nc(-c2ccccc2)n(-c2ccccc2)c1=O | -1% | -1.3 | -2% | -10 | i | -12 | 2% | i
Cc1cc(C)c2c(c1)/C(=N/Nc1ccc(S(N)(=O)=O)cc1[N+](=O)[O-])CCC2 | -1% | 2.1 | -6% | 3 | i | -25 | -9% | i
COc1ccc2cnn(CCOc3cc(C)ccc3C(C)C)c(=O)c2c1OC | -5% | 1.2 | 2% | -6 | i | -6 | -20% | -6%
COc1ccc(NC(=O)c2ccc3[nH]c(C)c(C)c3c2)cc1 | 8% | -0.8 | -3% | -5 | i | 0 | -10% | -5%
COc1ccc(C)cc1-n1nnnc1SCC(=O)NC1CC1 | 6% | -0.1 | 1% | 0 | i | 3 | -4% | -2%
CC(=O)C1=C(c2ccccc2)N(C(C)=O)n2c(C)nnc2S1 | 10% | -0.2 | -7% | -12 | i | ? | 1% | -6%
O=C(CCc1ccncc1)N1CCCC(Nc2ccc(F)cc2)C1 (configuration not stated) | 15% | -2.3 | 3% | -1 | i | -16 | 3% | -5%
CCN1CCN(c2ccc(S(=O)(=O)N3CCOCC3)cc2NC(=O)CCOc2ccccc2)CC1 | 3% | 0.6 | 1% | 1 | i | 5 | -1% | i
O=C(N/N=C\c1ccccc1F)c1ccc(-c2ccccc2)cc1 | 4% | -2.3 | 4% | -6 | i | 4 | 6% | -11%
COc1ccc(N2CCN(C(=O)CSc3nnc4ncccn34)CC2)cc1 | 8% | -2.1 | 0% | -2 | i | 22 | 3% | -1%[57.5 µM]
CC(C)CC(=O)Nc1ccc2ccccc2c1 | 6% | -6.1 | 2%&0% | 1 | i | 9 | -1% | -23%
Cc1ccc(S(=O)(=O)N(CC(=O)Nc2ccc(Cl)cc2)C(=O)N2CCN(C)CC2)cc1 | 5% | -2.0 | -4% | -4 | i | 6 | 2% | -24%
CCOc1ccc(C(=O)Nc2ncccc2Cl)cc1 | -2% | -3.2 | 0% | -2 | i | -8 | 0%[57.1 µM] | -24%
Cn1cc(Br)c(C(=O)NC2CCCCC2)n1 | 6% | -1.0 | 0% | 5 | i | 31 | 11% | i
Cc1cc(COc2ccccc2OCCN2CCN(C)CC2)no1 | 14% | 0.7 | 0% | -14 | -104%* | -10 | 15% | 9%[57.5 µM]
CC(C)(C)[C@H]1C=C(C(=O)N2CCOCC2)O[C@@H](OCc2ccc(CO)cc2)C1 | 6% | -4.6 | . | -35 | i | -52* | 15% | 1%
O=C1CC(NS(=O)(=O)c2ccc3ccccc3c2)CN1c1ccccc1 (configuration not stated) | 20% | -0.5 | 0% | 2 | i | 5 | -2% | i
CN(C)CCCC(C)(O)C(Cc1ccccc1)c1ccccc1 (configuration not stated) | 3% | -0.9 | 1% | -18 | i | -58* | 0% | -7%
O=C1CCCC(=NNC(=O)c2cc3ccccc3cc2O)C1 | -1% | -1.6 | -3% | 3 | i | 18 | 17% | -27%
Cc1cc(NC(=O)COC(=O)CCS(=O)(=O)c2ccc(C)c(C)c2)no1 | 13% | -3.4 | 2% | 4 | i | -1 | -1% | i
CC(C)CCNC(=O)CCSCCC(=O)NCCC(C)C | -2% | 0.4 | 2% | 4 | i | 8 | 4% | -22%
CCn1c(SCC(=O)NCc2ccco2)nnc1-c1ccc(N)cc1 | 14% | -2.9 | 2% | -2 | i | -9 | -9% | i
O=C(c1cc(-c2ccncc2)nc2ccccc12)N1CCN(c2ccccn2)CC1 | 17% | 0.2 | 0% | 18 | i | 20 | 0% | i
Cc1[nH]c(=O)sc1C(=O)NCc1ccc([N+](=O)[O-])cc1 | -1% | -0.2 | . | -7 | i | 0 | 8% | -23%
CCC(C(=O)NC1CCCC1)N(C(=O)Cn1nnc(-c2ccc(C)o2)n1)c1ccc(OC)c(OC)c1 (configuration not stated) | -19% | -0.5 | 2% | -4 | i | 8 | 18% | 5%
CC(C)NC(=O)N1CCC(n2nccc2NC(=O)CCOc2ccccc2)CC1 | 12% | -2.0 | 1% | 3 | i | 5 | 1% | -15%
O=C(CCCCCn1c(=S)[nH]c2ccccc2c1=O)N1CCOCC1 | 3% | -0.2 | -3% | -2 | . | 13 | -4% | i
CC(C)Oc1ccccc1C1CC(=O)Nc2cc3c(cc21)OCO3 (configuration not stated) | 6% | -2.1 | 0% | 2 | i | 34 | -5% | i
COc1ccc(NC(=O)C2(C)CCN2Cc2ccc(OC(F)(F)F)cc2)cc1OC (configuration not stated) | -5% | -2.4 | . | 5 | i | 0 | -20% | -12%
Cc1ccc(S(=O)(=O)N2CCOCC2)cc1NC(=O)CSc1nc2ccccc2c(=O)n1Cc1ccccc1 | 6% | -2.2 | -10% | -15 | i | -4 | -6% | i
Cc1oc(-c2cccc(Cl)c2)[n+]([O-])c1C | -11% | 1.8 | 1% | 0 | i | ? | 6% | -15%
O=C(/C=C/c1ccc(OCCCF)cc1)Nc1ccnc(-c2ccncc2)n1 | 16% | -3.3 | 0% | 1 | i | 6 | -5% | -36%[inhibitor]
CCOc1ccccc1C(=O)Nc1ccc2nc3n(c(=O)c2c1)CCCCC3 | -6% | 1.0 | 3% | 0 | i | 56 | 5% | i
CC(C)c1ccc(S(=O)(=O)N2CCN(C(=O)n3ccnc3)CC2)cc1 | 8% | 1.3 | -1% | 0 | i | -2 | 3% | -21%
COC(=O)/C=c1\sc2ncnn2c1=O | 7% | 4.2 | 1% | 3 | i | -69* | 10% | -15%[57.5 µM]
COc1ccc(-c2nc3ccc(Br)cn3c2CC(C)(C)C)cc1OC | 0% | -0.1 | . | -4 | i | 0 | -26% | i

Only part of the results is shown; count on the stated rates, not on these rows.
